Bioassay records as filed in PubChem BioAssay.
Thrombin inh = thrombin (human) inhibition; alpha-thrombin, Boc-VPR-AMC fluorogenic substrate cleavage; inhibition, % at 5 µM; hit rate 0.26% among 220,000; P00734; AID 1046;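 active = inhibition at or above 40%; inactive = inhibition below 40%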;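 note: 0% = enzyme with no compound and 100% = wells without enzyme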
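Test system: human alpha-thrombin; medium: pH 7.5 Tris-saline with Tween 20; times: reaction at room temperature; signal: AMC fluorescence at 355 nm excitation and 460 nm emission; also added: Boc-VPR-AMC substrate, 15 µM final; dosing: one concentration per compound, 5 µM, with 0.2% DMSO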
FXIIa inh 1536 = blocks human coagulation factor XIIa protease activity. P00748. inhibition, % at 5 µM. hit rate 0.3% among 220,000. AID 800. purified FXIIa, Boc-QGR-AMC fluorogenic substrate, 2 h; in the data active = inhibition above about 40%;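 note: 0% = enzyme with no compound and 100% = blank without enzyme; many of its hits are not listed in these tables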
FXIa inh 1536 = factor XIa (human) inhibition; purified FXIa, Boc-Glu-Ala-Arg-AMC fluorogenic substrate; inhibition, % at 5 µM; hit rate 0.14% among 220,000;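 active = inhibition of at least 40%; inactive = inhibition below 40%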;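 note: fluorescence of freed AMC excited at 355 nm; 0% = enzyme without compound and 100% = no enzyme blank; many of its hits are not listed in these tables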
Furin inhibitor = blocks human furin protease activity; P09958; purified furin, fluorogenic substrate cleavage; inhibition, % at 30 µM; hit rate 0.061% among 220,000; AID 463115; in the data active = inhibition above about 25%; note: inactives centre near -15
PERK inhibitor = human PERK inhibition, primary cell-based screen | Q9NZJ5 | CHO PERK-DD fusion, SEAP luminescence translation reporter | inhibition, % at 5.6 µM | hit rate 0.17% among 220,000 | AID 1416;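 active = inhibition above the mean inhibition of all tested compounds plus 3 SD, set separately per screening campaign, cut at about 2.9% in these data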;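 note: PERK kinase domain activated by AP20187 dimerizer at 100 nM; 0% = DMSO with dimerizer and 100% = rapamycin at 8.4 µM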
Calpain2 inh = inhibitors of pig calpain II; purified calpain II, fluorogenic peptide substrate, 30 min; hit rate 0.37% among 220,000; inhibition, % at 16 µM;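 active = inhibition above about 50%, limit read from the data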
Cl transport mod = modulates chloride dependent transport by human KCC2. Q9H2X9. KCC2 cells, thallium flux FluoZin-2 fluorescence. B-score of Tl+ flux slope (higher = more flux/activation; lower = inhibition) at 10 µM. hit rate 2.2% among 190,000;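 active = thallium flux slope and its plate-corrected score both differing from the plate sample mean at a set confidence after two filtering rounds, in either direction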;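 note: slope of fluorescence scaled to starting intensity during 10 to 20 s after thallium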
KLK5 inh = inhibitors of human kallikrein 5. hit rate 0.59% among 210,000. inhibition, % at 5 µM. AID 873. recombinant hK5, fluorogenic AMC substrate cleavage. Q9Y337;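 active = inhibition of 40% or more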;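 note: 0% = enzyme controls without compound and 100% = no-enzyme blanks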
Target sequence (Q9Y337 67-293 limits assumed): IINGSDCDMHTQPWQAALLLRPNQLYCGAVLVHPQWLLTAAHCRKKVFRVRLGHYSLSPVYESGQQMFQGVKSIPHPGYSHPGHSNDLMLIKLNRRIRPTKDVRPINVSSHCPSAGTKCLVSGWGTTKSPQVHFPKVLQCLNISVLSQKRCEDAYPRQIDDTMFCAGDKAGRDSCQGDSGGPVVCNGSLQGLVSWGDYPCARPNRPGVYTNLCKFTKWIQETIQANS
Rad51 HR inh = Rad51 (human) homologous recombination inhibition; hRad51 DNA strand exchange, fluorescence dequenching; hit rate 0.085% among 200,000; inhibition, % at 10 µM;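 active = inhibition above 40% at the single screening dose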;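 note: 0% = DMSO control wells and 100% = blanks with heterologous ssDNA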
Target sequence (Q06609 whole entry, looked up): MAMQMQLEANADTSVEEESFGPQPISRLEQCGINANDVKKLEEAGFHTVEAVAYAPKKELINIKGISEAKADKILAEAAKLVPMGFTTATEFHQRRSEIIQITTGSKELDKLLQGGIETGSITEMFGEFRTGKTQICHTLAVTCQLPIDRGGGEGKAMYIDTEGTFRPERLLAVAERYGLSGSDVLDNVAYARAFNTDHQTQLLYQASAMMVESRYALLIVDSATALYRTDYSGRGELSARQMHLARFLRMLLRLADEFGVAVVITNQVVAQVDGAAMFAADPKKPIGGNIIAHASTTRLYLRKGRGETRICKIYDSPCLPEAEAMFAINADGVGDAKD
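System: human Rad51 nucleoprotein filaments preassembled on unlabelled ssDNA. Reagent: labelled 47-mer dsDNA for strand exchange. Schedule: 30-min compound preincubation and 15-min exchange, both room temperature. Measured by: FRET fluorescence dequenching, excitation 485 nm, emission 520 nm. Read-out: Fluorescence-based percent inhibition, control- and blank-normalised. Benchmarks: plate controls and plate blanks.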
Active calls of the source: *; i = inactive; / = no result given; [ ] = another dose, or the depositor's remark. The list is partial, so the mix of outcomes need not match the whole.

SMILES	Thrombin inh	FXIIa inh 1536	FXIa inh 1536	Furin inhibitor	PERK inhibitor	Calpain2 inh	Cl transport mod	KLK5 inh	Rad51 HR inh
CCOC(=O)N1CCC(NC(=O)c2cc(S(=O)(=O)NCCc3ccccc3)ccc2F)CC1	-4	7	6	-31	-1.4	-7	-2.3	-10	/
Clc1ccccc1-c1ncnc2ccc(Br)cc12	-3	3	-8	-19	0.0	13	-1	4	17
Cc1cc(C)c2c(N)c(C(=O)c3ccccc3Cl)sc2n1	-1	7	-9	-12	-0.8	-10	-0.91	-3	7
CN(CC(=O)Nc1ccccc1C(=O)N1CCCC1)S(=O)(=O)c1ccc(Cl)cc1	3	39	14	-20[20 µM]	-0.9	10	/	-5	-5
O=C(Cn1cnc2cc([N+](=O)[O-])ccc2c1=O)Nc1ccc(N2CCOCC2)cc1	2	11	0	-19	0.9	-4	0.92	1	-16
CC(Sc1ccsc1[N+](=O)[O-])C(=O)NCc1ccccc1 (centres undefined)	-4	8	0	-4	-0.2	36	-0.25	9	0
COC(=O)C1=NNCC12CC(=O)N(c1ccc(Br)cc1)C2=O (centres undefined)	-9	-1	-7	-11	0.2	19	0.045	8	1
CSc1ccccc1NC(=O)COC(=O)c1ccc(O)cc1	2	3	-5	-23	0.8	-13	-0.017	-9	3
CCCCN(CC)S(=O)(=O)c1ccc(C(=O)N(CCCN(C)C)c2nc3cc(C)cc(C)c3s2)cc1	25	27	25	-2	-0.8	50	0.74	19	-5
COc1ccc(CCNC(=O)CN(c2cccc([N+](=O)[O-])c2)S(C)(=O)=O)cc1OC	/	5	20	-3	0.3	2	0.047	10	0
Cc1nc(S(=O)(=O)N2CCOCC2)c(C#N)c(C)c1Cl	-3	14	-1	-14	-0.6	9	/	-10	-3
CCOc1cc(S(=O)(=O)N(CC)CC)ccc1F	3	16	7	-12[20 µM]	0.4	31	-0.45	-6	-3
CC(=O)N1CCC(C(=O)c2ccc(Cl)cc2)CC1	3	16	12	-4[20 µM]	-0.1	-6	/	10	-4
O=C(Nc1ccc(Oc2ccc(S(=O)(=O)N3CCOCC3)cn2)cc1)c1ccco1	-6	-1	-9	-7	-0.8	-11	0.025	-9	-6
OCCNc1nc(Nc2ccc(O)cc2)nc2ccccc12	-2	4	-2	-22	1.1	-23	-1.1	3	4
Cc1ccc2nc3c(cc(C(=O)NC4CCCC4)c(=N)n3CCCn3ccnc3)c(=O)n2c1	-6	-2	-5	-122	0.7	i	/	-3	-3
Cc1ccc(C)c2[nH]c(=O)c(CN(Cc3ccc4c(c3)OCO4)Cc3nnnn3Cc3ccco3)cc12	6	18	1	-42	0.5	-40	-2.1	32	-8
CCOP(=O)(O)c1cccc(OCCOCCOc2cccc(P(=O)(O)OCC)c2)c1	1	12	7	-10	0.5	26	-0.48	-9	5
CCOC(=O)CNC(=O)CSc1nccn1Cc1ccco1	-12	6	-6	-23	1.3	-2	-0.28	-2	-6
COc1ccc(OC)c(NC2=C(Cl)C(=O)N(Cc3ccccc3)C2=O)c1	-5	4	-2	-28	0.8	21	0.99	-2	6
CCCCC(=O)c1ccc(O)cc1O	1	13	9	-13[20 µM]	0.2	18	0.019	-4	-11
Cc1ccc2nc(C)cc(C(=O)OCC(=O)Nc3cccnc3Cl)c2c1	2	7	2	-29	-0.6	-60	0.037	-18	6
COc1ccc(C(=O)/C=C/c2ccc(O)cc2)cc1	-1	12	5	-9	1.1	7	0.011	3	-8
CCC(c1nnc(SCC(=O)Nc2nnc(-c3ccccc3)o2)n1Cc1ccccc1)N(C)C (centres undefined)	1	15	-1	-17	-0.7	9	/	-8	-13
COc1ccc(COc2cc(-c3cccc(OC)c3)nc3ccc(NC(=O)c4ccccc4)cc23)cc1	2	17	6	-7	0.5	-135	0.17	-17	2
Cc1c(Cl)cccc1NC(=O)CSCC(N)=O	-3	11	-1	-19[20 µM]	0.2	-2	0.92	-21	5
COc1ccc(CCNC(=O)C23CN(Cc4ccccc4)CC2C(c2cccc([N+](=O)[O-])c2)=NO3)cc1 (centres undefined)	-11	-10	-13	2[20 µM]	-0.5	13	-1.3	-17	2
COCc1nc2ccccc2n1CCOc1ccccc1OC	0	3	-5	-18	-1.1	-1	0.73	0	-3
N#Cc1ccc(C(=O)Nc2cccc3cccnc23)c(F)c1	-15	7	-4	-9	0.5	-146	0.43	-4	9
O=C(CCN1CCN(CCO)CC1)Nc1ccc(OCc2ccccc2)cc1	-1	7	-1	-3[20 µM]	-0.3	-27	/	-21	-6

Reformatted: four of the compounds above
The line under a structure holds: Thrombin inh | FXIIa inh 1536 | FXIa inh 1536 | Furin inhibitor | PERK inhibitor | Calpain2 inh | Cl transport mod | KLK5 inh | Rad51 HR inh
- COc1ccc(OC)c(NC2=C(Cl)C(=O)N(Cc3ccccc3)C2=O)c1
    -5 | 4 | -2 | -28 | 0.8 | 21 | 0.99 | -2 | 6
- CCCCC(=O)c1ccc(O)cc1O
    1 | 13 | 9 | -13[20 µM] | 0.2 | 18 | 0.019 | -4 | -11
- Cc1ccc2nc(C)cc(C(=O)OCC(=O)Nc3cccnc3Cl)c2c1
    2 | 7 | 2 | -29 | -0.6 | -60 | 0.037 | -18 | 6
- COc1ccc(C(=O)/C=C/c2ccc(O)cc2)cc1
    -1 | 12 | 5 | -9 | 1.1 | 7 | 0.011 | 3 | -8

Later entries
SMILES	Thrombin inh	FXIIa inh 1536	FXIa inh 1536	Furin inhibitor	PERK inhibitor	Calpain2 inh	Cl transport mod	KLK5 inh	Rad51 HR inh
Cc1ccc(C(=O)/C=C/c2c[nH]c3ccccc23)cc1	-6	-2	20	-14[20 µM]	0.0	10	/	-13	1
COc1cnc(-c2ccccn2)nc1Oc1ccccc1	-4	3	-3	-15	0.0	-14	/	0	22
COC(=O)C1=C(COc2ccccc2)NC(=O)NC1c1ccc(Br)cc1 (centres undefined)	3	18	9	-16	-0.1	-4	0.46	0	5
N#Cc1ccccc1Cn1cc(/C=C/[N+](=O)[O-])c2ccccc21	-8	3	-1	-10	0.1	-76	0.28	-5	22
COc1ccc(-c2cc(C(F)(F)F)n3ncc(C(=O)NCC4CCCO4)c3n2)cc1OC (centres undefined)	4	15	1	-27	0.1	-193	/	-1	-1
Cc1ccc(S(=O)(=O)c2c(C)cc(C)nc2N2CCCC2)cc1	1	5	-1	-12	0.3	21	-0.88	-5	28
CCn1cc(Br)c(C(=O)N(C)Cc2ccccc2)n1	-1	13	-1	-13[20 µM]	0.5	14	/	-1	0
COc1cc(/C=N/Nc2ccccc2[N+](=O)[O-])cc(OC)c1O	-9	11	5	-17	1.6	-22	-0.44	-3	-16
COc1nccnc1NS(=O)(=O)c1ccc(NC(=S)NC(=O)c2cccnc2)cc1	-1	6	-1	6	1.9	12	-2.7	1	-4
CC1CCCC(C)N1S(=O)(=O)c1ccc(S(=O)(=O)NCc2ccccc2)cc1 (centres undefined)	-1	2	-4	-24[20 µM]	0.8	34	0.44	-1	-3
O=C(CN1C(=O)C2CCCCC2C1=O)OCC(=O)c1ccc(Cl)s1 (centres undefined)	-19	7	-7	-25	1.0	-12	0.019	-1	0
c1cnc(SCCCOc2ccc3ccccc3c2)nc1	9	4	0	-2[20 µM]	0.0	23	0.0022	-5	/
CCN(CCO)Cc1cn[nH]c1-c1ccc(C)c(C)c1	-6	4	-1	-9	0.8	-13	/	-4	3
CC(=O)c1c(C)[nH]c(C(=O)OCCOc2ccccc2)c1C	-1	3	-1	-15	0.0	11	-1.7	-3	7
CCOc1ccc(NC(=O)C23CC4CC(C2)CC(c2ccccc2)(C4)C3)cc1	-2	-6	-3	-13[20 µM]	0.7	8	0.45	4	4
C[n+]1ccc(/C=C/c2c[nH]c3ccccc23)cc1	1	8	1	3	0.5	17	i	1	-188
NNC(=O)Cn1cnc2ccccc21	-9	1	-5	-18	0.8	-4	0.47	-3	1
O=c1c2ccccc2c(C=NC2CCN(Cc3ccccc3)CC2)c(O)n1Cc1ccc2c(c1)OCO2	0	5	-1	-20	-0.6	-41	0.18	-1	9
Cc1c(NC(=O)COC(=O)c2ccc(S(=O)(=O)N3CCOCC3)cc2)c(=O)n(-c2ccccc2)n1C	-2	10	-9	-22	0.7	-21	0.61	-2	17
O=C(N/N=C/c1cccnc1)c1cc(-c2cccs2)nc2ccccc12	4	14	10	-41	-0.1	-482	-0.13	-5	-8
O=C1CC(O)(c2ccccc2)C(c2ccccc2)=C1c1ccccc1 (centres undefined)	0	9	0	-10[20 µM]	-0.1	-14	-0.63	-6	-8
CSc1n[nH]c(-c2ccc(C(F)(F)F)cc2)n1	-4	5	0	-20	0.2	6	-0.18	1	21
O=C1CCCN1CCCNC(=S)Nc1ccccc1	-3	6	-9	-12	1.2	6	-0.038	-2	-6
NC(=O)c1ccc(C(F)(F)F)n(Cc2ccccc2Cl)c1=O	3	11	-20	-4	-0.6	-10	-0.7	-22	1
CCCc1nnc(SCC(=O)N2CCCC(C)C2)n1CCOC (centres undefined)	2	1	2	-10	1.6	3	0.68	-7	2
COc1ccc(NC(=O)c2cccc(S(=O)(=O)N3CCOCC3)c2)cn1	-4	3	-18	-15[20 µM]	-1.0	6	/	6	-1
CCN(C(=O)Cn1cnc2cc([N+](=O)[O-])ccc2c1=O)C1CCS(=O)(=O)C1 (centres undefined)	-10	9	1	-1	0.5	-11	-0.21	-1	25
CC(C)Cn1c(N)c(C(=O)COC(=O)CCc2nc3ccccc3s2)c(=O)n(C)c1=O	-7	6	-3	-20	-0.7	38	-2.2	-5	-11
Cc1c(NC2=C(Cl)C(=O)N(c3ccccc3)C2=O)c(=O)n(-c2ccccc2)n1C	0	9	-6	-19	1.2	-3	-4.4*	-2	-6
O=C(COC(=O)c1ccc([N+](=O)[O-])o1)NC1CCS(=O)(=O)C1 (centres undefined)	1	13	7	-16	1.2	-56	1.4	-13	7
Cc1csc(NC(=O)CSCC(=O)O)c1-c1nc2ccccc2s1	5	3	-2	-2	1.3	14	-2.5	-11	-7
NCCn1c(-c2ccccc2)cc(C(=O)O)c1-c1ccccc1F	2	18	8	-14	1.1	4	0.35	8	-7
COc1ccc(C2Nc3cccc4cccc(c34)N2)cc1	-4	12	2	-16	0.5	-71	0.9	9	/
Cc1ccc(/C=N/NC(=O)CN(Cc2ccccc2)S(=O)(=O)c2ccc3c(c2)OCCO3)cc1	2	13	8	-11	0.1	-22	-1.9	-5	/
C=CCn1cnc2c(nnn2-c2ccc(C)c(C)c2)c1=O	0	-6	-3	-25	1.5	33	-1	-23	3
Cc1cc(NC(=O)CSc2nc3ccccc3c(=O)n2C2CCCC2)no1	3	17	10	-12[20 µM]	-1.5	6	0.37	-12	4
Cc1nc(CC(=O)NNS(=O)(=O)c2ccc(F)c(Cl)c2)cs1	-3	11	4	-14	0.2	-6	0.67	-5	/
CC(=O)NCC(=O)N(Cc1ccco1)C1(C(=O)NC2CCCCC2)CCCCC1	2	10	7	-16[20 µM]	-0.7	2	/	-8	8
CSCC(O)Cn1ncc2ccccc2c1=O (centres undefined)	-8	0	-4	-12	0.3	-21	0.46	-7	-8
COc1cc(NC(=O)c2cc(C)nc3ccccc23)cc(OC)c1OC	1	7	-3	-5	0.8	-34	-0.019	0	-17
CCC1CSC(Nc2ccc(C(=O)/C=C/c3ccc(Br)cc3)cc2)=N1 (centres undefined)	-2	-2	-8	0	-0.6	-25	-0.095	-2	7
